C diff growth: blocks growth of Clostridium difficile | growth activity, negative = inhibition, % at 16 µg/mL (by protocol) | hit rate 0.25% among 86,000 | Clostridium difficile clinical isolate growth, OD600, 24 h; stronger effect = lower value | AID 1259249;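 active means mean growth activity at or below -80% and every replicate also at or below -80%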;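 further: 0% = DMSO wells and -100% = levofloxacin 16 µg/mL wells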
Tcruzi prolif: T. cruzi proliferation inhibition; T. cruzi beta-gal in NIH3T3, GalScreen luminescence, 90 h; AID 624255; hit rate 5.9% among 77,000; inhibition, % at 8.34 µM;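 active means mean inhibition above about 93%, with at least 55% of replicates each passing it, limit read from the data, passing the limit was not always enough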
Pf Dd2 growth: blocks growth of Plasmodium falciparum Dd2 parasites; P. falciparum Dd2 growth, SYBR Green, 72 h; stronger effect = lower value; activity change, % at 10 µM; hit rate 2.3% among 94,000; AID 1159554; in the data active means activity change below about -80%
KDM4C inh: blocks human GASC-1 (KDM4C) demethylase activity. GST-KDM4C 2-372, H3K9me3 peptide, LANCE TR-FRET. inhibition, % at 12.5 µM. AID 720574. hit rate 0.15% among 96,000;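 active means mean replicate inhibition above about 25%, with at least 55% of replicates also reaching it, limit read from the data, passing the limit was not always enough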
Target sequence (Q9H3R0 2-372 limits assumed): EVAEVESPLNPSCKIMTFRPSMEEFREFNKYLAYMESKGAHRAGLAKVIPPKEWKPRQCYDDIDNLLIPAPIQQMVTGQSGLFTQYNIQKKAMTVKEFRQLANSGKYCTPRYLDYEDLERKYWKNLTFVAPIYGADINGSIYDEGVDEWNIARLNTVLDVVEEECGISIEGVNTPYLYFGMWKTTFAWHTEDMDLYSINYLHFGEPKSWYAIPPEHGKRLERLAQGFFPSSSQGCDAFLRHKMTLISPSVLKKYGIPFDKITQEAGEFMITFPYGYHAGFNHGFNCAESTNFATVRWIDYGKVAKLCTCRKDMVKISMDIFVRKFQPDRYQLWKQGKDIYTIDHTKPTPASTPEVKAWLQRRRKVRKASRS
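Test system – GST-tagged GASC-1 (JMJD2C) catalytic fragment, aa 2-372 · Medium – HEPES buffer, pH 7.5, plus ascorbate · Reagent – H3K9me3 peptide with Fe(II)/2OG · Compound – one test concentration per compound · Timing – 30 min reaction, 60 min detection, RT · Technique – TR-FRET with Eu antibody and ULight streptavidin, EDTA stop · Read-out basis – inhibition from TR-FRET ratio decrease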
* hit, by the source's call; nt = not tested or not shown; & = joins results of further samples.

Screens in order: KDM4C inh	Pf Dd2 growth	Tcruzi prolif	C diff growth
C[C@@H]1CN([C@H](C)CO)C(=O)CCCn2cc(nn2)CO[C@H]1CN(C)C(=O)Nc1cccc(C(F)(F)F)c1
→ nt	-7.0	24.2	-1.4
C[C@@H]1CN([C@@H](C)CO)C(=O)c2cc(NC(=O)Cc3cn(C)c4ccccc34)ccc2O[C@@H]1CN(C)S(=O)(=O)c1cccs1
→ -0.1	-33.4	48.2	nt
C[C@@H]1CN([C@H](C)CO)C(=O)Cc2cc(NC(=O)Nc3cccc4ccccc34)ccc2O[C@H]1CN(C)C(=O)Nc1cccc2ccccc12
→ -3.5	-21.0	24.4	28.1
CC(C)NC(=O)Nc1ccc2c(c1)CC(=O)N([C@@H](C)CO)C[C@@H](C)[C@H](CN(C)CC1CCCCC1)O2
→ -1.3	-49.9	2.2	-2.0
C[C@H]1CN([C@@H](C)CO)C(=O)Cc2cc(N(C)C)ccc2O[C@H]1CN(C)S(C)(=O)=O
→ 0.8	-7.3	-17.4	-0.6
CN(C)CC(=O)Nc1ccc2c(c1)[C@H]1C[C@@H](CC(=O)NCc3cc(F)ccc3F)O[C@@H](CO)[C@H]1O2
→ 1.4	2.2	-9.6	nt
Cc1ccc(S(=O)(=O)Nc2ccc3c(c2)C(=O)N([C@H](C)CO)C[C@@H](C)[C@H](CN(C)CC2CC2)O3)cc1
→ -0.2	3.8	-28.6	2.1
CO[C@@H]1CN(C)C(=O)c2ccc(NC(=O)c3ccccc3F)cc2OC[C@H](C)N(C)C[C@@H]1C
→ 0.1	-1.9	-14.8	-1.3
C[C@H](CO)N1C[C@H](C)[C@@H](CN(C)C(=O)Nc2ccccc2)Oc2cc(C#Cc3ccccc3)ccc2S1(=O)=O
→ -2.2	-39.9	118.3*	21.1
C[C@H](CO)N1C[C@H](C)[C@@H](CN(C)C(=O)NC2CCCCC2)OCCCC[C@H](C)Oc2ccc(NS(=O)(=O)c3ccc(Cl)cc3)cc2C1=O
→ -1.1	18.0	85.9	-9.4
O=C(C[C@@H]1CC[C@@H](NC(=O)C2CC2)[C@@H](CO)O1)NCc1ccccc1Cl
→ -1.2	16.3	nt	-3.7
C[C@H](CO)N1C[C@H](C)[C@H](CN(C)Cc2ccc(C(=O)O)cc2)Oc2c(NC(=O)c3nc4ccccc4s3)cccc2C1=O
→ 0.2	-17.5	28.7	1.6
C[C@H](CO)N1C[C@H](C)[C@@H](CN(C)Cc2ccncc2)Oc2ccc(N(C)C)cc2CC1=O
→ 1.1	12.5	1.8	-1.8
C[C@H](CO)N1C[C@H](C)[C@H](CN(C)C(=O)Cc2cccnc2)Oc2ncc(C3=CCCCC3)cc2C1=O
→ -1.2	1.2	25.9	6.9
COc1ccc(NC(=O)N2CCCCN3[C@H](CO)[C@@H](c4ccc(C#Cc5ccccc5)cc4)[C@H]3C2)cc1
→ nt	-7.8	107.0*	2.2
C[C@H]1CN([C@@H](C)CO)C(=O)c2cccc(NS(C)(=O)=O)c2O[C@@H]1CN(C)C(=O)NC1CCCCC1
→ -0.2	1.1	nt	4.4
C[C@H](CO)N1C[C@H](C)[C@@H](CN(C)CC2CC2)Oc2ccc(N(C)C)cc2CC1=O
→ 2.2	15.2	-37.3	-3.9
COc1ccccc1S(=O)(=O)N1[C@@H]2CNC[C@H]1C2c1ccc(-c2ccncc2)cc1 (some centres undefined)
→ 0.4&0.8	-14.0&-12.9	nt	0.7&-7.7
COc1ccccc1CNC(=O)C[C@H]1C[C@@H]2c3cc(NC(=O)C4CCOCC4)ccc3O[C@@H]2[C@@H](CO)O1
→ -0.5	0.5	39.4	3.8
CC(C)NC(=O)Nc1ccc2c(c1)C(=O)N([C@H](C)CO)C[C@@H](C)[C@H](CN(C)C(=O)Nc1ccc3c(c1)OCO3)OCCCC[C@@H](C)O2
→ -0.8	-39.6	-3.9	1.4
COc1ccccc1NC(=O)N1[C@@H]2CNC[C@H]1C2c1ccc(-c2ccccc2C)cc1 (some centres undefined)
→ 0.3	14.6	nt	-6.3
CNC[C@@H]1OCCCC[C@@H](C)Oc2ccc(NS(=O)(=O)c3ccc(F)cc3)cc2C(=O)N([C@@H](C)CO)C[C@@H]1C
→ -3.4	-16.1	12.4	3.1
COCC(=O)N(C)C[C@H]1Oc2ncc(C#Cc3ccc(OC)cc3)cc2C(=O)N([C@@H](C)CO)C[C@H]1C
→ 0.2	3.0	-22.8	1.9
CO[C@H]1CN(C)C(=O)c2cc(NC(=O)C3CCCC3)ccc2OC[C@@H](C)N(C(C)=O)C[C@@H]1C
→ -0.1	-4.0	33.2	-1.4
COCC(=O)N(C)C[C@@H]1Oc2cc(-c3cccc(F)c3)ccc2S(=O)(=O)N([C@@H](C)CO)C[C@@H]1C
→ 1.7	-11.2	0.8	1.0
O=C(C[C@H]1C[C@@H]2c3cc(NC(=O)C4CCC4)ccc3O[C@@H]2[C@@H](CO)O1)NCc1cccnc1
→ -1.6	-2.6	40.2	0.9
CN1CCN(C(=O)C[C@@H]2CC[C@@H]3[C@H](COc4ccc(NC(=O)c5ccc(F)c(F)c5)cc4C(=O)N3C)O2)CC1
→ 1.5	0.5	2.1	-3.6
O=C(C[C@@H]1C[C@H]2c3cc(NC(=O)C4CCOCC4)ccc3O[C@H]2[C@H](CO)O1)NCc1cccnc1
→ 2.4	17.6	-7.1	-6.1
CO[C@@H](CN(C)C(=O)c1cnccn1)[C@@H](C)CN([C@H](C)CO)S(=O)(=O)c1ccc(Cl)cc1
→ -0.2	0.5	-86.7	nt
COCC#Cc1ccc2c(c1)O[C@@H](CN(C)S(=O)(=O)c1ccc(C)cc1)[C@H](C)CN([C@@H](C)CO)S2(=O)=O
→ 1.2	-65.8	84.0	3.8
CCC(=O)N[C@@H]1C=C[C@H](CC(=O)NCc2ccc(OC)cc2)O[C@H]1CO
→ -1.2	2.6	72.8	nt
C[C@@H]1CN([C@H](C)CO)C(=O)c2cc(C3=CCCC3)cnc2O[C@H]1CN(C)C(=O)c1ccncc1
→ 1.0	43.1	-50.3	1.4
COc1ccc(S(=O)(=O)N[C@@H]2C=C[C@@H](CC(=O)O)O[C@H]2CO)cc1
→ -0.6	3.4	-2.9	-2.0
CCC(=O)N(C)C[C@H]1Oc2cc(-c3cncnc3)ccc2S(=O)(=O)N([C@@H](C)CO)C[C@H]1C
→ 0.9	26.4	4.8	-1.6
O=C(NCC[C@@H]1CC[C@@H](NS(=O)(=O)c2ccc(F)cc2)[C@H](CO)O1)c1ccccc1F
→ 0.5	7.0	nt	-6.1
CCCC(=O)Nc1ccc2c(c1)C(=O)N(C)C[C@H](OC)[C@H](C)CN(Cc1ccccc1)[C@H](C)CO2
→ 0.1	-24.3	59.8	1.5
CO[C@@H]1CN(C)C(=O)c2cc(NC(=O)NC(C)C)ccc2OC[C@H](C)N(Cc2ccccc2)C[C@@H]1C
→ -0.6	-26.3	8.5	nt
COc1cccc(S(=O)(=O)N2C[C@H](O)COC[C@@H]3O[C@H](CC(=O)N4CCOCC4)CC[C@H]32)c1
→ -0.1	-4.7	29.3	nt
C[C@H]1CN([C@@H](C)CO)C(=O)c2cc(N(C)C)ccc2O[C@@H]1CN(C)Cc1ccc(Cl)c(Cl)c1
→ 3.5	-10.6	88.3	2.9
C[C@@H](NC(=O)[C@H]1[C@H](CO)[C@H]2Cn3c(ccc(-c4cccc(F)c4)c3=O)[C@H]2N1C)c1ccccc1
→ 4.9	-39.5	nt	-4.6
CN(C)CC(=O)Nc1ccc2c(c1)[C@H]1C[C@H](CC(=O)NCc3cccc(F)c3)O[C@@H](CO)[C@H]1O2
→ 0.8	26.8	16.2	-1.5
C[C@@H]1CCCCO[C@H](CN(C)C(=O)NC2CCCCC2)[C@@H](C)CN([C@H](C)CO)C(=O)c2cc(NC(=O)Nc3cccc4ccccc34)ccc2O1
→ -2.1	-34.9	103.7*	-5.5
O=C(C[C@@H]1C[C@H]2c3cc(NC(=O)NC4CCCCC4)ccc3O[C@H]2[C@@H](CO)O1)NCc1ccccn1
→ -2.0	12.3	nt	-2.5
CN(C)CCCNC(=O)C[C@@H]1CC[C@H]2[C@@H](COc3ccc(NC(=O)c4cccc(F)c4)cc3C(=O)N2C)O1
→ 2.6	2.4	13.6	1.8
COc1ccc(S(=O)(=O)Nc2cccc3c2O[C@@H](CN(C)Cc2ccc(C(F)(F)F)cc2)[C@@H](C)CN([C@@H](C)CO)C3=O)cc1
→ 0.8	-0.4	28.4	3.0

An excerpt from above with just C diff growth, Tcruzi prolif and Pf Dd2 growth:
SMILES	C diff growth	Tcruzi prolif	Pf Dd2 growth
C[C@@H]1CCCCO[C@H](CN(C)C(=O)NC2CCCCC2)[C@@H](C)CN([C@H](C)CO)C(=O)c2cc(NC(=O)Nc3cccc4ccccc34)ccc2O1	-5.5	103.7*	-34.9
O=C(C[C@@H]1C[C@H]2c3cc(NC(=O)NC4CCCCC4)ccc3O[C@H]2[C@@H](CO)O1)NCc1ccccn1	-2.5	nt	12.3
CN(C)CCCNC(=O)C[C@@H]1CC[C@H]2[C@@H](COc3ccc(NC(=O)c4cccc(F)c4)cc3C(=O)N2C)O1	1.8	13.6	2.4

(further entries)
Screens in order: KDM4C inh	Pf Dd2 growth	Tcruzi prolif	C diff growth
O=C(C[C@@H]1C[C@@H]2c3cc(NC(=O)C4CCOCC4)ccc3O[C@@H]2[C@H](CO)O1)NCc1ccccc1F
→ -1.3	-0.9	-4.0	1.3
C[C@H](CO)N1C[C@H](C)[C@H](CN(C)C(=O)Cc2ccccn2)Oc2ncc(C#CC3CCCC3)cc2C1=O
→ -1.2	-3.9	102.6	-0.9
C[C@H](CO)N1C[C@H](C)[C@@H](CN(C)Cc2ccc(C(=O)O)cc2)OCCCC[C@H](C)Oc2ccc(NS(=O)(=O)c3cccs3)cc2C1=O
→ 0.7	53.7	-18.2	-2.5
C[C@@H]1CN([C@H](C)CO)C(=O)c2cc(-c3cccc(F)c3)cnc2O[C@H]1CN(C)C(=O)Nc1ccccc1F
→ -1.6	-2.4	44.7	-10.3
OC[C@H]1[C@H](c2ccc(-c3cccnc3)cc2)[C@H]2CN(Cc3ccccn3)CCCCN21
→ -0.4	-39.2	79.7	-4.9
Cc1cc(C(=O)Nc2cccc3c2O[C@H](CN(C)S(=O)(=O)c2ccc(F)cc2)[C@H](C)CN([C@H](C)CO)C3=O)n(C)n1
→ 1.0	10.1	38.1	-5.2
CCC(=O)N1CC[C@H]2[C@@H]1c1cc(-c3ccc(OC)cc3)ccc1N(C)[C@H]2CO
→ 1.8	14.0	104.9*	14.3
C[C@@H]1CCCCO[C@H](CN(C)S(=O)(=O)c2ccc(F)cc2)[C@@H](C)CN([C@H](C)CO)C(=O)c2cc(NC(=O)CCCN(C)C)ccc2O1
→ 0.9	15.5	-36.2	-5.8
CC(C)c1cn(CC[C@@H]2CC[C@@H](NS(=O)(=O)c3ccc(Cl)cc3)[C@H](CO)O2)nn1
→ 0.5	-6.5	-12.9	-0.8
C/C=C/c1ccc2c(c1)O[C@@H](CN(C)C(=O)Cc1ccccc1)[C@H](C)CN([C@H](C)CO)S2(=O)=O
→ 0.2	-57.4	nt	-4.0
C[C@@H]1CN([C@@H](C)CO)C(=O)c2cc(NS(=O)(=O)c3ccc(Cl)cc3)ccc2O[C@@H]1CN(C)S(=O)(=O)c1ccc(F)cc1
→ 0.8	12.9	31.4	-5.1
COc1ccc(-c2ccc([C@H]3[C@@H](CO)N4C(=O)CN(C(=O)C5CCCC5)C[C@@H]34)cc2)cc1
→ 0.7	-46.0	nt	-9.0
C[C@@H]1CN([C@H](C)CO)C(=O)Cc2cc(NC(=O)Cn3cnnn3)ccc2O[C@@H]1CN(C)C(=O)Nc1ccc(C(F)(F)F)cc1
→ 0.7	16.2	23.7	4.9
C[C@@H]1CN([C@@H](C)CO)C(=O)c2cc(NS(=O)(=O)c3ccc(F)cc3)ccc2O[C@@H]1CN(C)C(=O)Nc1ccc(F)cc1
→ 1.7	-7.6	-18.9	-0.3
CCCC#Cc1ccc([C@@H]2[C@H]3CN(C(=O)c4ccccc4)CC(=O)N3[C@H]2CO)cc1
→ -0.5	-36.8	nt	1.5
COc1ccc(CN(C)C[C@H]2Oc3ccc(NS(=O)(=O)c4ccc(Cl)cc4)cc3C(=O)N([C@H](C)CO)C[C@@H]2C)cc1
→ 0.1	6.3	44.5	-1.8
CO[C@@H]1CN(C)C(=O)c2cc(NC(=O)NC(C)C)ccc2OC[C@@H](C)N(C(=O)C2CCC2)C[C@H]1C
→ -0.8	3.6	6.9	nt
Cc1ccc(S(=O)(=O)N(C)C[C@@H]2Oc3c(NC(=O)NC(C)C)cccc3C(=O)N([C@H](C)CO)C[C@@H]2C)cc1
→ nt	-24.0	-90.5	1.8
C[C@@H]1CN([C@H](C)CO)C(=O)c2cc(NS(=O)(=O)c3cccs3)ccc2O[C@H]1CN(C)C(=O)Nc1cccc2ccccc12
→ 0.2	17.2	-5.5	nt
CO[C@H]1CN(C)C(=O)c2cc(NC(=O)NC3CCCCC3)ccc2OC[C@@H](C)N(C(C)=O)C[C@H]1C
→ 0.2	9.6	-1.2	-2.6
CCCC(=O)Nc1ccc2c(c1)C(=O)N(C)C[C@H](OC)[C@H](C)CN(C(=O)c1ccccn1)[C@@H](C)CO2
→ 2.4	-18.0	6.2	nt

Bioassay records as filed in PubChem.
